# Assay outcomes from PubChem BioAssay.
# EPAC1 ag: EPAC1 (human) agonism. O95398. EPAC1 agonist qHTS, biochemical assay; response scale: 100% = response to 6.5 mM cAMP. Potency, µM (series often up to 154 µM), for the others: top-dose activation, actives largely listed as activators. hit rate 0.073% among 360,000. AID 720707; further: potency means the concentration at half of the fitted maximal effect; nearly all actives have a fitted effect of over 60% in size
#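 Nucleotide exchange assay: 100 nM EPAC1 with 250 nM Rap1B loaded with BODIPY-GDP and 50 uM GDP, room temperature. Fluorescence (480/540 nm) read every 5 min for 30 min; signal change normalized to 6.5 mM cAMP as full agonist.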
# PI5P4K alpha inh: blocks human PI5P4K alpha kinase activity; max response, %; P48426; hit rate 1.2% among 330,000; PI5P4Kalpha enzyme, ADP-Glo luminescence, 60 min; active compounds read low; AID 652105; active means max response of -50% or lower; inconclusive means between -30% and -50%; inactive means -30% or higher; further: value at the top dose of about 77 µM; on the % scale 0 is the no-effect control and ±100 the full control effect
# Target sequence (P48426 whole entry, looked up): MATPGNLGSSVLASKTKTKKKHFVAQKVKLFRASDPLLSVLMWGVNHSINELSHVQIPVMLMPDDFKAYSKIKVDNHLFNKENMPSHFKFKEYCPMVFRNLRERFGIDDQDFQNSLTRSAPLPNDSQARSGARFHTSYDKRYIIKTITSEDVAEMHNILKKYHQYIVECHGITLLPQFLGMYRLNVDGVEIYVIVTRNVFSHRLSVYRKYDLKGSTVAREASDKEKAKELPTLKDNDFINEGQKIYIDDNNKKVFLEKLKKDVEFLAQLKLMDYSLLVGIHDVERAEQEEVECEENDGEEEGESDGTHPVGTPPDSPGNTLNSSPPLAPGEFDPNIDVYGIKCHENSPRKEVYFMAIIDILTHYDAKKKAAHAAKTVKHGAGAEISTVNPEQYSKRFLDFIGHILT
#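 Human PI5P4Kalpha with substrate in 0.038 M HEPES pH 7.4, 0.28 mM EGTA, 0.1% CHAPS, 5% DMSO; reaction started with 5 microM ATP (final), 60 min at room temperature. ADP formed read by ADP-Glo luminescence.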
# IL-2 act: IL-2 activation; IL-2 activation reporter assay, cell-based qHTS; stimulated with anti-CD3/CD4/CD28 beads; in transgenic mouse T cells; activation, % (series mostly up to about 46 µM); hit rate 0.065% among 360,000; AID 652025; in the data active means activation above about 50%; inconclusive means mostly about 30% to 49%; further: 0% is about no effect
#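 Readout is EGFP and DsRed signal by fluorescent plate cytometry after 18 h at 37 degrees C. Transgenic mouse T cells (750/well) received compound for 60 min before bead stimulation (anti-CD3, anti-CD4, anti-CD28); memory T cells served as non-tolerant control.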
# PLK1 PBD block: PLK1 (human) polo-box domain binding inhibition; P53350; Plk1 PBD binding of FITC phosphopeptide, fluorescence polarization; Potency, µM, without a hit: max response, negative = inhibition, usual class: inhibitors; hit rate 2.8% among 360,000; further: potency means the concentration at half of the fitted maximal effect; series mostly up to about 57 µM; on the % scale 0 is the no-effect control and ±100 the full control effect; nearly all actives have a fitted effect of over 65% in size
# Target sequence (P53350 whole entry, looked up, the tested form may be a part): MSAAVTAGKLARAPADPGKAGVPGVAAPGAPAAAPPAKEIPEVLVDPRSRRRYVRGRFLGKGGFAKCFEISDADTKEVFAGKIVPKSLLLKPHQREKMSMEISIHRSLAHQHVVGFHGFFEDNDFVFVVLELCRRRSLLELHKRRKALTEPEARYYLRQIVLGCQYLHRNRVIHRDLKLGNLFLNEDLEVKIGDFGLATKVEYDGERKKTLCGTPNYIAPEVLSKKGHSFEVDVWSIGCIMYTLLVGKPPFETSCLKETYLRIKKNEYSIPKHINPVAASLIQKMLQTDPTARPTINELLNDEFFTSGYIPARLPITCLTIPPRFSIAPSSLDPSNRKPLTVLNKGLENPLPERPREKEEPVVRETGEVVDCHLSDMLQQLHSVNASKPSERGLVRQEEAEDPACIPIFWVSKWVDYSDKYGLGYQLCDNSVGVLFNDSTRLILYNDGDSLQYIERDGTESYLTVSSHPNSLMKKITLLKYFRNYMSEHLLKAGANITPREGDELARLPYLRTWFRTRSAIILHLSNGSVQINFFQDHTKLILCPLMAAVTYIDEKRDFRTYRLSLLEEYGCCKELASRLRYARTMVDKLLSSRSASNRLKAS
# FUS yeast rescue: suppressors of FUS proteinopathy in yeast; Potency, µM (highest dose often 76.6 µM), for inactives: at the highest dose growth rescue (activation), most hits filed as activators; hit rate 0.24% among 390,000; S. cerevisiae FUS-expressing, growth rescue, OD600, 24 h;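 further: potency means the concentration at half of the fitted maximal effect; plate controls were DMSO vehicle for no effect and reference control for full effect; nearly all actives have a fitted effect of over 55% in size; some results filed as inactive show a strong effect at the top dose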
#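 Toxicity suppression screen in FUS-yeast. Cells induced with 2% galactose, starting OD 0.005, treated 24hr at 30C with compounds at multiple final concentrations; growth by OD600.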
# Abeta rescue: compounds reversing amyloid beta toxicity in yeast | yeast expressing A-beta42, growth rescue, OD600, 48 h; response scale: 0% DMSO, 100% iron-clioquinol control | Potency, µM (top dose mostly 46.1 µM), for inactives: top-dose growth rescue, most hits filed as activators | hit rate 0.063% among 410,000 | AID 1347071; further: potency means the concentration at half of the fitted maximal effect; nearly all actives have a fitted effect of over 55% in size
#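 Growth rescue measured by 600 nm absorbance after 48 h yeast culture at 30 C with compound. Values normalized between DMSO and an equimolar ferric chloride plus clioquinol control.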
# WRN helicase inh: blocks human WRN helicase | Q14191 | WRN helicase unwinding, fluorescent forked duplex, kinetic | Potency, µM (titrated, usually from 114 µM), for inactives: at the top dose activity change, negative = inhibition, hits mostly inhibitors | hit rate 0.46% among 360,000 | AID 651768; further: potency means the concentration at half of the fitted maximal effect; on the % scale 0 is the no-effect control and ±100 the full control effect; nearly all actives have a fitted effect of over 55% in size
#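 WRN at 20 nM final was preincubated with compound for 15 min at room temperature; reaction started with 100 nM forked duplex oligonucleotide carrying fluorophore and quencher plus 2 mM ATP (final). Unwinding followed kinetically by red fluorescence (ex 525/em 598 nm).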
# EPAC1 antagonist: EPAC1 (human) antagonism | O95398 | EPAC1 GEF assay, Rap1b-BODIPY-GDP exchange fluorescence | Potency, µM (series often up to 115 µM), for the others: at the top dose activity change, negative = inhibition, actives largely listed as inhibitors | hit rate 0.14% among 360,000 | AID 720709;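 further: potency means the concentration at half of the fitted maximal effect; plate controls were vehicle for no effect and positive control for full effect; nearly all actives have a fitted effect of over 50% in size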
# aSyn yeast inh: inhibitors of alpha-synuclein toxicity in yeast; Yeast expressing alpha-synuclein, growth rescue, BacTiter-Glo, 24 h; Potency, µM (titrated, usually from 46.1 µM), inactives show at the top dose growth rescue (activation), most hits filed as activators; hit rate 0.14% among 370,000; further: potency means the concentration at half of the fitted maximal effect; % of control where 0% means no effect; nearly all actives have a fitted effect of over 65% in size
#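 Screening used galactose-induced yeast with toxic alpha-synuclein levels, exposed to compound for 24 hr at 30 deg C. Cell growth, read with BacTiter-Glo luminescence, gave the measured signal.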
# Active calls of the source: *; ? = inconclusive; · = no result given; & = joins results of further samples; [ ] = remark or other dose. Unless noted, the call rests on the fitted dose curve; in most records, active means well fitted curve in the direction sought with a large enough effect; inconclusive means small, poorly fitted or top-dose-only effect, or another doubt; inactive means no such curve, though single readings can be large; an effect the other way counts as inactive or inconclusive.
1	CC(=O)c1ccc(S(=O)(=O)Nc2ccc(C(=O)NCC(c3ccccc3)N(C)C)cc2)cc1 (configuration not stated)
2	O=C(Nc1ccncc1)Nc1ccccc1Cl
3	Cc1ccc(NC(=O)CSCc2n[nH]c(=O)[nH]2)c(Br)c1
4	COc1ccccc1C(=O)NCCc1c(C)[nH]c2c(C)ccc(F)c12
5	COc1ccc(N(CC(=O)N2CCN(c3ccc(F)cc3)CC2)S(=O)(=O)c2c(C)n[nH]c2C)cc1
6	O=C(Nc1ccc(OCc2ccccc2)cc1)c1cccnc1
Assay by compound	1	2	3	4	5	6
aSyn yeast inh	-6.4%	-17.6%	-5.5%	6.0%	8.1%	-7.8%
PLK1 PBD block	-21.9%	-5.5%	?	-2.3%	4.2%	-0.6%
Abeta rescue	-5.7%	-5.9%	0.3%	-3.5%	4.4%&7.7%	12.5%
PI5P4K alpha inh	-2.4	-3.5	-10.3	-6.2	0.8	·
WRN helicase inh	-17.2%	7.4%	6.2%	5.8%	3.8%	-2.0%
IL-2 act	0.4	-1.6	0.8	0.5	-0.1	-0.9
EPAC1 ag	5.5%	2.6%	3.2%	-3.9%	-11.8%	-1.6%
FUS yeast rescue	?	-3.3%	1.3%	-22.1%	29.9%&35.7%	10.9%
EPAC1 antagonist	-21.1%	-20.8%	5.7%	-9.5%	-1.7%	-3.3%

7	N#Cc1nc(COc2ccc(F)cc2)oc1NCCN1CCOCC1
8	O=C(O)CSc1c(-c2ccccc2)[nH]c2ccccc12
9	Cc1ccc(OCc2cc(C(=O)N(C)CCc3ccccc3)no2)cc1C
10	CN(C(=O)Cn1c(Cl)nc2c1c(=O)n(C)c(=O)n2C)C1CCS(=O)(=O)C1 (configuration not stated)
11	CCNC(=O)c1ccccc1CCc1ccccc1
12	CC(CN1CCOCC1)OC(=O)c1ccccc1Cl (configuration not stated)
Assay by compound	7	8	9	10	11	12
aSyn yeast inh	1.2%	-0.3%	0.0%	-3.5%	1.8%	-7.5%
PLK1 PBD block	2.9%	-7.9%	2.4%	-11.3%	-4.9%	-14.0%
Abeta rescue	2.2%	?	-14.4%	-5.9%	-2.9%	22.4%
PI5P4K alpha inh	6.1	6.2	-0.1	-4.5	0.2	-0.7
WRN helicase inh	-3.3%	-2.1%	8.1%	-1.5%	-6.7%	4.1%
IL-2 act	0.0	-1.4	-2.3	0.8	-2.7	-0.7
EPAC1 ag	13.5%	8.6%	-7.6%	4.8%	-7.4%	0.6%
FUS yeast rescue	2.2%	3.4%	39.5%	10.2%	15.6%	-1.4%
EPAC1 antagonist	-14.7%	0.6%	-19.0%	-11.4%	21.6%	0.8%

13	O=C(NCC1CC1)c1onc(CSc2ccccc2)c1C(=O)NCC1CC1
14	COc1ccc(NC(=O)CSc2ccc(-c3sc(C)nc3C)nn2)cc1
15	COc1ccc(-c2nc(C#N)c(N3CC(C)OC(C)C3)o2)cc1OC (configuration not stated)
16	CCCCn1c(CN2CCN(CCO)CC2)nc2ccccc21
17	Cc1ccc(-c2sc(C)nc2CC(=O)O)cc1
18	O=C(c1ccccc1)c1nn(-c2ccc(Cl)cc2)cc1C(=O)c1cc2ccccc2oc1=O
Assay by compound	13	14	15	16	17	18
aSyn yeast inh	-4.3%	-2.9%	-3.5%	-11.5%	5.5%	-1.5%
PLK1 PBD block	-4.5%	-11.2%	-4.8%	-3.0%	-6.2%	-5.2%
Abeta rescue	-2.0%	-10.9%	-8.3%	9.9%	9.5%	13.6%
PI5P4K alpha inh	6.6	2.0	5.4	-2.7	8.4	12.5
WRN helicase inh	-11.7%	-19.1%	1.7%	0.8%	-33.1%	-6.6%
IL-2 act	-3.6	-0.2	-0.4	-1.6	-0.2	1.6
EPAC1 ag	1.4%	-5.0%	0.8%	-11.7%	11.3%	-2.1%
FUS yeast rescue	14.0%	12.0%	2.5%	6.7%	-2.8%	·
EPAC1 antagonist	1.1%	-16.7%	10.7%	3.3%	-11.8%	-13.0%

19	CCCc1ccc2oc(C(=O)N(Cc3nccn3C)C(C)C)c(C)c2c1
20	Cn1ccnc1SCC(=O)c1ccc([N+](=O)[O-])cc1
21	O=C(Nc1ncc2c(n1)-c1ccccc1CC2)c1cccc(Cl)c1
22	CC(=O)c1ccc(N2C(=O)NC3(CCCCC3)C2=O)cc1
23	NNc1nc2sc3c(c2c(=O)[nH]1)CCc1ccccc1-3
24	Cc1cn([C@H]2C[C@H](O)[C@@H](CNC/C=C/c3ccccc3[N+](=O)[O-])O2)c(=O)[nH]c1=O
Assay by compound	19	20	21	22	23	24
aSyn yeast inh	-9.1%	8.6%	-1.9%	-0.6%	-12.1%	-6.8%
PLK1 PBD block	-5.5%	?	-14.0%	-5.1%	-18.5%	-12.1%
Abeta rescue	-0.5%	-14.8%	-45.3%[inhibitor]	-8.8%	-24.0%	-3.4%
PI5P4K alpha inh	-7.1	-18.1	-6.3	4.4	?	3.9
WRN helicase inh	-0.3%	?	-13.2%	1.2%	?	-6.2%
IL-2 act	-0.6	4.2	0.2	0.6	-4.1	-0.4
EPAC1 ag	-15.9%	8.5%	2.1%	3.7%	-2.8%	-5.9%
FUS yeast rescue	-1.5%	18.8%	·	-3.2%	·	14.7%
EPAC1 antagonist	-17.0%	-11.5%	-23.6%	0.4%	-7.5%	?

25	Cc1ccccc1C(=O)Nc1ccc(S(=O)(=O)N2CCOCC2)cc1
26	COc1cc2cc(C(=O)N(C)C3CCS(=O)(=O)C3)[nH]c2cc1OC (configuration not stated)
27	CCc1ccc2[nH]c(O)c(N=Nc3nc(-c4ccccc4)cs3)c2c1
28	CCOc1ccc(NC(=O)CN(C)CC(=O)Nc2ccc(F)c(F)c2F)cc1OCC
29	COc1ccc(C(C(=O)Nc2c(C)cccc2C)n2c(=O)c(-c3ccco3)nc3ccccc32)cc1 (configuration not stated)
30	Clc1ccc(Cc2ccccc2)nn1
Assay by compound	25	26	27	28	29	30
aSyn yeast inh	3.0%	7.1%	9.2%	3.9%	6.3%	0.9%
PLK1 PBD block	6.1%	?	-24.8%	1.9%	?	-6.4%
Abeta rescue	-6.8%	-3.7%	-2.6%	-2.0%	-10.8%	20.9%
PI5P4K alpha inh	3.6	7.5	4.5	10.3	?	-7.1
WRN helicase inh	4.6%	-2.0%	-11.9%	-13.5%	-4.0%	0.7%
IL-2 act	0.4	1.4	1.6	-0.1	1.4	0.7
EPAC1 ag	-5.3%	-7.6%	-3.8%	-10.2%	-26.2%	-7.8%
FUS yeast rescue	26.1%	-9.5%	9.9%	-4.0%	24.7%	4.4%
EPAC1 antagonist	-8.9%	7.8%	-27.2%	8.8%	?	5.4%

31	CC(Cc1cccs1)NC(=O)Nc1ccc(Cl)c(Cl)c1 (configuration not stated)
32	O=C(Nc1ccccc1F)c1ccc(-c2cccc([N+](=O)[O-])c2)o1
33	COc1cc(C(=O)OCC(=O)NC(C)CCc2ccccc2)cc(OC)c1OC (configuration not stated)
34	O=C(NCCc1ccccc1)c1cnc(Cl)c(Cl)c1
35	CCC(COC(=O)Nc1ccccc1)NC(=O)OC(C)C (configuration not stated)
36	Cc1ccccc1COc1ccc(/C(O)=C2/C(=O)C(=O)N(CCCn3ccnc3)C2c2ccco2)cc1 (configuration not stated)
Assay by compound	31	32	33	34	35	36
aSyn yeast inh	-39.4%[inhibitor]	-6.0%	-1.6%	1.0%	-0.4%	4.3%
PLK1 PBD block	-9.0%	-24.9%	?	-3.2%	-3.8%	-16.7%
Abeta rescue	-85.2%[inhibitor]	-6.7%	-7.9%	8.3%	-1.7%	-4.9%
PI5P4K alpha inh	6.0	-0.7	0.3	3.6	-1.8	·
WRN helicase inh	-3.7%	-3.1%	3.0%	6.0%	-5.0%	-4.0%
IL-2 act	-1.3	-1.6	-0.6	0.8	-0.1	0.5
EPAC1 ag	18.2%	-5.9%	-2.3%	6.7%	-0.6%	0.0%
FUS yeast rescue	5.8%	16.1%	26.2%	11.7%	7.9%	17.6%
EPAC1 antagonist	-1.7%	-4.7%	6.6%	8.2%	1.0%	-10.7%

37	CCCNC(=O)Cc1c(O)c2ccccc2[nH]c1=O
38	CCc1ccc(NC(=O)C(C)OC(=O)C2CCN(c3ccc(C(F)(F)F)cn3)CC2)cc1 (configuration not stated)
39	Cc1ccc(-c2ocnc2C(=O)Nc2ccccc2C(=O)N2CCCC2)cc1
40	O=C(NC1CCCCCC1)C1CCN(S(=O)(=O)c2cccc3cccnc23)CC1
41	CN1CCN(S(=O)(=O)c2ccc(NC(=O)c3cccc(F)c3)cc2)CC1
42	CC(C)(C)NC(=O)CC1C[C@H](C(=O)N2CCCCC2)[C@@]2(CCc3ccccc3)c3[nH]c4ccccc4c3CCN2C1=O (some centres not stated)
Assay by compound	37	38	39	40	41	42
aSyn yeast inh	-5.1%	1.6%	7.8%	4.2%	-4.6%	-1.6%
PLK1 PBD block	-6.1%	-3.0%	-1.3%	-4.5%	-6.9%	-5.6%
Abeta rescue	1.3%	15.4%	7.3%	6.4%	-9.2%	4.6%
PI5P4K alpha inh	-8.0	1.6	-10.1	10.4	-9.2	3.5
WRN helicase inh	7.9%	-9.9%	-5.2%	-1.1%	-32.1%	-3.8%
IL-2 act	0.7	1.3	1.8	-0.4	16.3	1.4
EPAC1 ag	5.2%	?	3.0%	-2.3%	4.7%	-18.5%
FUS yeast rescue	-0.6%	4.1%	-13.2%	-0.3%	21.0%	-0.7%
EPAC1 antagonist	17.8%	-11.2%	1.7%	-4.4%	16.8%	10.7%
